PTHR1 ag – qHTS for PTHR1 Agonists: Primary Screen. HEK293 GP2 PTHR1 cells, GloSensor cAMP luminescence, 1 h. Potency, µM (doses to about 115 µM), without a hit: at the top dose activation, usual class: activators. Parathyroid hormone/parathyroid hormone-related peptide receptor (Homo sapiens), Q03431. AID 743266, 2014. 410,000 tested, 0.075% active; also: potency is read from the fitted curve at half-maximal effect; nearly all actives have a fitted effect of over 55% in size; some results filed as inactive show a strong effect at the top dose; inactives centre near -15; many of its hits are not listed in these tables
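HEK-293-derived GP2 cells expressing PTHR1 and a GloSensor cAMP reporter, 3,000/well, plated overnight, given luciferin plus IBMX (each 0.5 mM as added) for 1 h at 37 °C, then compound for 1 h at 37 °C. Luminescence was read after 15 min at room temperature.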
GLP1R ag – qHTS of GLP-1 Receptor Agonists; Glucagon-like peptide 1 receptor (Homo sapiens), P43220; HEK293 GLP-1R CRE-luciferase, luminescence, 4-6 h; cells express a hypersensitive GLP-1R form; Potency, µM (highest dose often 45.6 µM), without a hit: at the top dose activation, actives largely listed as activators; 380,000 tested, 0.007% active; also: potency is read from the fitted curve at half-maximal effect; % of control where 0% means no effect
Target sequence (P43220 whole entry, looked up): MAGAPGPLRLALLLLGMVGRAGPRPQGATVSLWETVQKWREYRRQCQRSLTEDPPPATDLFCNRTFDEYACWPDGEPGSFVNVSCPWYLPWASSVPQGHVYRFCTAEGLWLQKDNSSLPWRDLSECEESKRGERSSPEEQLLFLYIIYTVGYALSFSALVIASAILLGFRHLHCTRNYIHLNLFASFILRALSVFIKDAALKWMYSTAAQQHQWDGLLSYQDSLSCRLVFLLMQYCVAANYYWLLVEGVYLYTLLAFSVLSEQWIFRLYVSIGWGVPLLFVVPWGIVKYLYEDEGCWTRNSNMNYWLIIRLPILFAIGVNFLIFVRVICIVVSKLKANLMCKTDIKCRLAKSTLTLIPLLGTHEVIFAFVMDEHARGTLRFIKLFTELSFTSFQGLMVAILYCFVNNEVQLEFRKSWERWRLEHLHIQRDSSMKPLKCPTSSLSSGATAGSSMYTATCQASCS
DRD3 antagonist – qHTS of D3 Dopamine Receptor Antagonist: qHTS | AID 652054, 2013 | max response, negative = inhibition, % | D(3) dopamine receptor (Homo sapiens), P35462 | 360,000 tested, 2.5% active | D3R cells, DiscoveRx beta-arrestin luminescence, antagonist mode; active compounds read low; in the data active = max response below about -50%; inconclusive = no clear call, values can overlap the other calls; also: % is scaled to controls: 0 for no effect and ±100 for the full control effect; mostly tested at two doses, the higher about 12 µM
Target sequence (P35462 whole entry, looked up): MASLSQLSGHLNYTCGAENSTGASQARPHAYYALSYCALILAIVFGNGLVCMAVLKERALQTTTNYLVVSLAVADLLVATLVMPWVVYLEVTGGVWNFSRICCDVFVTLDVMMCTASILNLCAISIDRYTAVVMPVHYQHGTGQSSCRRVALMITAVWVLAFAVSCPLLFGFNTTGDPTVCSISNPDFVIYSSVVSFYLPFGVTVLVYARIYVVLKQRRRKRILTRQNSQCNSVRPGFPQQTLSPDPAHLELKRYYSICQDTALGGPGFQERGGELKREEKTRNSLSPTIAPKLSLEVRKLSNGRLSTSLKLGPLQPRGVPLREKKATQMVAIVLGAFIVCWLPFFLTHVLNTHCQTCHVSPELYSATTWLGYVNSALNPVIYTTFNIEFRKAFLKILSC
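Cells expressing the human receptor were seeded at 1500 cells/well, incubated overnight at 37 degrees C in 5% CO2, then exposed to library compounds with dopamine controls for 90 minutes at 37 degrees C before luminescent detection.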
GLP1R inv ag – qHTS of GLP-1 Receptor Inverse Agonists (Inhibition Mode) | Glucagon-like peptide 1 receptor (Homo sapiens), P43220 | HEK293 GLP-1R CRE-luciferase, luminescence, 24 h; GLP-1R form is constitutively active | Potency, µM (doses to about 38.3 µM), without a hit: top-dose activity change, negative = inhibition, most hits filed as inhibitors | 410,000 tested, 1.6% active; also: potency is read from the fitted curve at half-maximal effect; % is scaled to controls: 0 for no effect and ±100 for the full control effect; nearly all actives have a fitted effect of over 55% in size
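Seeding at 200 cells/uL, 12 h culture, 24 hr compound treatment, then luciferase reagent and a luminescence read; cells are HEK293 stably expressing a constitutively active GLP-1R plus cAMP-responsive luciferase.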
TDP43 rescue – qHTS of TDP-43 Inhibitors | Potency, µM (top dose mostly 46.1 µM), inactives show at the highest dose growth rescue (activation), most hits filed as activators | 410,000 tested, 1.8% active | TDP-43 expressing yeast growth rescue, BacTiter-Glo, 24 h; also: potency is read from the fitted curve at half-maximal effect; % of control where 0% means no effect; nearly all actives have a fitted effect of over 50% in size
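Yeast cells expressing TDP-43 under galactose induction are exposed to compounds for 24 hr at 30 deg C. BacTiter-Glo luminescence measures growth, so protective compounds score as activators.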
D3 ag – qHTS of D3 Dopamine Receptor Agonist: qHTS. D(3) dopamine receptor (Homo sapiens), P35462. max activation, %. 410,000 tested, 0.58% active. D3R DiscoveRx beta-arrestin cells, luminescence, 90 min. AID 652048, 2013; in the data active = max activation above about 30%; also: 0% is about no effect; mostly tested at two doses, the higher about 12 µM
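Cells at 1500/well, incubated overnight, then treated with pinned compounds (dopamine as control) for 90 min at 37 degrees C. DiscoveRx reagent added for 30 - 60 minutes at room temperature; luminescence read.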
HEK293 tox – qHTS of GLP-1 Receptor Inverse Agonists: Cytotox Screen. HEK293 cAMP-luciferase reporter cells, luminescence, 24 h. Potency, µM (doses to about 38.3 µM), inactives show at the top dose activity change, negative = inhibition, most hits filed as inhibitors. 410,000 tested, 0.13% active. AID 624418, 2012;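 also: loss of luciferase light is scored as toxicity; potency is read from the fitted curve at half-maximal effect; % is scaled to controls: 0 for no effect and ±100 for the full control effect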
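A 23 nL compound transfer followed 12 hours of cell culture at 37 deg C; exposure then lasted 24 hr. Luciferase assay detection reagent was dispensed and plates read for luminescence after a 12 min room-temperature wait.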
KB-V1 MDR tox – qHTS assay for MDR1-selective chemotherapeutics: Primary screen using the drug-selected MDR subline cells KB-V1 | KB-V1 MDR cells viability, CellTiter-Glo, 72 h | Potency, µM (top dose mostly 46.1 µM), inactives show top-dose activity change, negative = cytotoxicity, hits mostly cytotoxic | 400,000 tested, 3.4% active | AID 1347076, 2019; also: potency is read from the fitted curve at half-maximal effect; % is scaled to controls: 0 for no effect and ±100 for the full control effect; nearly all actives have a fitted effect of over 60% in size
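Cells of the MDR subline KB-V1 are plated, dosed with compound at multiple concentrations, and incubated 72 h at 37 degrees C; CellTiter-Glo is then added and luminescence read after 10 min.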
aSyn yeast inh – qHTS of alpha-syn Inhibitors; Yeast expressing alpha-synuclein, growth rescue, BacTiter-Glo, 24 h; Potency, µM (doses to about 46.1 µM), inactives show at the top dose growth rescue (activation), usual class: activators; 370,000 tested, 0.14% active; also: potency is read from the fitted curve at half-maximal effect; % of control where 0% means no effect; nearly all actives have a fitted effect of over 65% in size
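Screening used galactose-induced yeast with toxic alpha-synuclein levels, exposed to compound for 24 hr at 30 deg C. Cell growth, read with BacTiter-Glo luminescence, gave the measured signal.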
* hit, by the source's call; i = inactive; ? = inconclusive; nt = not tested or not shown; & = joins results of further samples; [ ] = another dose, or the depositor's remark. Unless noted, calls follow the shape of the dose curve; as a rule, active = well fitted curve in the direction sought with a large enough effect; inconclusive = small, poorly fitted or top-dose-only effect, or another doubt; inactive = no such curve, though single readings can be large; an effect the other way counts as inactive or inconclusive.

SMILES	PTHR1 ag	GLP1R ag	DRD3 antagonist	GLP1R inv ag	TDP43 rescue	D3 ag	HEK293 tox	KB-V1 MDR tox	aSyn yeast inh
CC(C)C[C@H](NC(=O)N1CC(=O)Nc2ccccc21)C(=O)N[C@@H](Cc1c[nH]c2ccccc12)C(=O)O	i	-4.9%	-8.7	4.7%	10.0%	4.7	4.5%	0.0%	-0.1%
Cc1nnsc1C(=O)N1CCCC(N2CCN(c3cccc(C(F)(F)F)c3)CC2)C1 (stereo not drawn)	-65.9%[inhibitor]	1.9%	-10.9	?	13.9%	11.4	-13.7%	-1.7%	3.2%
CCCSc1ncc(Cl)c(C(=O)Nc2ccc(S(=O)(=O)N3CC(C)OC(C)C3)cc2)n1 (stereo not drawn)	16.8%[57.5 µM]	0.3%	-8.5	?	-15.6%	7.1	-0.3%	?	-5.5%
Cc1cccc(NC(=O)c2ccc(OCC(=O)NCc3ccccc3)cc2)c1C	i	-5.9%	-19.5	0.0%	-23.8%	-7.6	-6.0%	14.6µM*	0.9%
CCS(=O)(=O)c1ccc(-c2csc(-c3ccccc3)n2)c(Cl)c1Cl	-8.7%	11.4%	5.4	-27.5%	5.9%	3.8	-6.9%	-17.3%	-5.9%
CCOC(=O)c1c(C)oc2nc(C)nc(NCC3CCN(Cc4cccc(C)c4)CC3)c12	-3.2%	nt	nt	-7.2%	7.6%	-12.2	5.7%	5.3%	nt
N#Cc1c(C(F)(F)F)cc(-c2cccs2)nc1SCC(=O)O	i	-5.9%	-4.3	4.9%	-4.7%	-17.5	7.0%	2.7%	-0.7%
Cc1cc(C)c(NC(=O)CSc2nc(=O)n(Cc3ccncc3)c3c2CCC3)c(C)c1	i	nt	nt	1.3%	18.5%	2.5	-6.2%	9.8%	nt
CC1(C)C(c2ccccc2)=NC(c2ccc(Br)cc2)N1O (stereo not drawn)	-19.7%	7.3%	-12.5	?	-1.7%	-1.7	8.2%	-23.7%	-0.8%
Cc1ccc(NC(=O)Cn2c(=O)n(Cc3ccco3)c(=O)c3ccc(C(=O)NC4CCCC4)cc32)c(C)c1	i	6.9%	nt	12.4%	7.6%	1.6	3.2%	0.0%	-1.1%
CNC(=O)CNC(=O)Nc1ccc(Cl)c(Cl)c1	i	1.0%	9.8	3.6%	-15.7%	1.6	3.9%	-2.4%	-2.2%
COc1cc2c(=O)n(Cc3ccco3)c(=O)n(CC(=O)Nc3ccc(F)cc3)c2cc1OC	-17.7%	0.7%	nt	0.2%	27.0%	5.6	-6.7%	7.1%	nt
COc1ccc(/C=C/C(=O)C2(O)CCCCC2)cc1	i	5.7%	-17.3	10µM*	-2.5%	-3.8	?	?	-7.5%
CCOc1ccc(NC(=O)c2cnn3c(C(F)F)cc(-c4ccc(C)cc4)nc23)cc1	-17.5%	-2.1%	nt	2.0%	24.9%	2.5	-16.1%	0.0%	nt
COC(=O)N/N=C/c1cn(CCOc2ccccc2)c2ccccc12	i	23.6%	10.4	?	6.7%	-5.4	5.4%	-28.4%	8.8%
Cc1cc(C)nc(N/N=C/c2cc3c(cc2[N+](=O)[O-])OCO3)n1	-0.3%	13.5%	5.1	-22.9%	-10.0%[0.397 µM]	6.8	-10.0%	-8.5%	-0.6%
COc1ccc(C2CC(c3cccs3)=NN2C(=O)CSC2=NCCS2)cc1 (stereo not drawn)	-10.9%	5.5%	-14.3	?	28.6%	1.2	-21.3%	-8.3%	9.3%
COc1ccc(-c2ccc(C(=O)Nc3ccc4c(c3)OCO4)c3occc23)c(C)c1	-68.6%[inhibitor]	7.5%	-1.5	?	11.8%	5.0	-12.4%	-15.9%	-19.9%
O=C(/C=C/c1cccs1)Nc1ccc(Br)cn1	i	16.3%	-7.0	-51.9%	0.0%	-10.3	-40.9%	0.366µM*	-0.3%
COc1ccccc1CNS(=O)(=O)c1ccc2c(c1)CC(C)N2C(=O)C1CCC1 (stereo not drawn)	-10.2%&-38.1%	29.7%	0.9	?	5.8%&0.0%	1.5&4.8	0.0%&9.4%	?	19.7%
COc1ccc(S(=O)(=O)Nc2ccc3cn[nH]c3c2)cc1C	-44.1%[inhibitor]	7.3%	1.8	11.9%	-14.3%	5.3	3.9%	?	3.3%
C=CCOc1ccnc(-c2ccccc2)n1	-5.4%	5.6%	15.9	9.4%	11.9%	2.5	-2.5%	15.4%	0.0%
Cc1nn(-c2ccccc2)c2c1C(O)n1c(nc3ccccc31)S2 (stereo not drawn)	-16.5%[57.5 µM]	0.4%	20.1	-16.7%	22.8%	23.1	-23.9%	18.4µM*	-0.2%
O=C(Cc1ccccc1[N+](=O)[O-])NCCC1=CCCCC1	-15.8%	7.8%	-20.2	?	-7.0%	-5.6	-7.6%	-16.2%	-4.3%
CCC(C(=O)NCCC(C)C)n1ccc2cc(S(=O)(=O)N3CCCCC3)ccc21 (stereo not drawn)	-17.1%	1.5%	21.4	7.94µM*	-2.8%	-12.3	-9.8%	-4.5%	2.8%
Cc1ccc(C)c(NC(=O)Nc2csc3c2CCCC3)c1	i	nt	nt	-28.7%	14.6%	-23.2	-0.9%	0.3%	nt
CN(C)c1ccc(CC(=O)N2CCCC(c3cc(C(=O)Nc4ccccc4)no3)C2)cc1 (stereo not drawn)	i	19.5%	13.1	?	7.8%	9.7	3.2%	?	-3.2%
COc1ccc2c(c1)[N+](C)(C)C(C)(C)C=C2C	i	-4.2%	2.8	1.5%	8.3%	-0.8	-16.6%	11.9%	-6.0%
CCOc1ccc(-c2cc3nc(C4CCN(C(=O)OC(C)(C)C)CC4)c(C(=O)Nc4cccc(Cl)c4C)cn3n2)cc1	15.5%	nt	nt	?	10.2%	25.0	3.6%	10.1%	nt
Cn1c(=O)n(C)c2cc(NC(=O)CSc3nnc(-c4ccccc4O)n3-c3ccccc3)ccc21	-47.5%[inhibitor]	4.4%	-15.2	10.7%	-9.0%	0.4	-16.0%	?	-10.0%
COc1ccccc1NC(=O)c1ccc2[nH]c(C)cc(=O)c2c1	i	nt	nt	-10.5%	0.0%[9.22 µM]	1.5	-1.0%	?	nt
O=C(Nc1nnc(C2=COCCO2)o1)c1ccc(Cc2ccccc2)cc1	-9.2%	-15.0%	3.7	-4.1%[0.307 µM]	19.3%	0.7	6.8%[0.307 µM]	?	2.3%
COc1cccc(C(=O)Nc2ccccc2C(=O)OCc2cc(=O)n3c(C)csc3n2)c1	i	nt	nt	5.6%	21.7%	1.6	-5.1%	nt	nt
O=C(O)c1[nH]c2ccccc2c1C(c1cc(Br)ccc1O)c1c(C(=O)O)[nH]c2ccccc12	i	-2.8%	2.1	-36.0%	5.1%	0.9	-24.7%	23.1%	-8.2%
O=C(c1ccncc1)c1ccc(NC(=O)c2cccs2)cc1	-6.4%	1.1%	3.8	6.9%	?	-1.4	10.2%	-0.4%	-2.5%
COc1ccc(S(=O)(=O)N(C)CC(=O)NCc2cccnc2)cc1OC	-2.6%	4.7%	-17.6	13.2%	-14.2%	-8.1	9.8%	-17.9%	0.0%
CC(C)C(=O)Nc1cccc(NC(=O)c2ccc(Cl)cc2Cl)c1	i	-14.2%	-24.3	-18.8%	8.0%	-11.3	-8.5%	?	-13.6%
O=C(CNC(=O)c1cc2c(n(-c3ccccc3)c1=O)CCCC2=O)c1ccccc1	-2.7%	-1.0%	4.6	6.3%	1.8%	-2.9	20.5%	nt	-4.1%
N#Cc1ccc(-c2ccc3c(c2)OCO3)nc1SCC(=O)OCc1ccccc1	-21.2%	-1.1%	21.1	3.4%	14.7%	-6.7	45.2%[activator]	6.7%	3.8%
CC1(C)CC(=O)C(C(C2=C(O)CC(C)(C)CC2=O)c2cccs2)C(=O)C1 (stereo not drawn)	i	-13.5%	-2.3	5.8%	?	14.1	-16.0%	?	-6.7%
CC(=O)N1c2ccc(S(=O)(=O)N3CCCC(C(=O)Nc4ccc(F)cc4)C3)cc2CC1C (stereo not drawn)	-40.7%	1.6%	2.9	8.2%	?	5.0	0.1%	0.8%	4.1%
O=C(Nc1ccccc1OC(F)F)c1ccc(S(=O)(=O)N2CCCC2)cc1	i	0.0%	-16.0	-14.5%	15.9%	-16.1	-22.1%	?	-2.5%
COC(=O)c1cc(C)nc2c1c(C)nn2-c1ccccc1	-1.8%	6.7%	19.4	27.6%	7.3%	2.2	-8.9%	-6.8%	15.7%
CCn1c(SCC(=O)NC2CCCCC2C)nnc1-c1ccc(OC)cc1 (stereo not drawn)	i	4.6%	-10.5	0.0%	0.6%	0.0	-25.0%	2.59µM*	-14.3%
COc1ccc(Cl)cc1N/C(N)=N/c1nc(CSc2ccc(C)cc2)cc(=O)[nH]1	-5.1%	-9.1%	13.3	0.0%	-15.2%	-13.2	3.6%	5.1%	-1.0%
Cc1ccc(-c2csc3ncnc(SCC(N)=O)c23)cc1	-76.8%[inhibitor]	15.9%	20.3	70.7%[activator]	0.0%	1.2	6.6%	?	0.8%
Cc1ccc(NC(=O)c2oc3ccccc3c2C)nc1	-32.2%[inhibitor]	16.3%	11.5	2.5%	12.0%	4.5	12.8%	-5.9%	2.2%

Rewritten comma-delimited: part of the list above
compound,PTHR1 ag,GLP1R ag,DRD3 antagonist,GLP1R inv ag,TDP43 rescue,D3 ag,HEK293 tox,KB-V1 MDR tox,aSyn yeast inh
COc1cccc(C(=O)Nc2ccccc2C(=O)OCc2cc(=O)n3c(C)csc3n2)c1,i,nt,nt,5.6%,21.7%,1.6,-5.1%,nt,nt
O=C(O)c1[nH]c2ccccc2c1C(c1cc(Br)ccc1O)c1c(C(=O)O)[nH]c2ccccc12,i,-2.8%,2.1,-36.0%,5.1%,0.9,-24.7%,23.1%,-8.2%

Source: PubChem (National Center for Advancing Translational Sciences (NCATS))

Only part of the results is shown; count on the stated rates, not on these rows.
